# Rin1 Abl inh: inhibitors of human Rin1-Abl protein interaction. inhibition, % at 7.35 µM. 360,000 compounds, 0.4% hits. P00519+Q13671. TR-FRET Rin1/Abl binding, biochemical; in the data active = inhibition above about 5%, passing the limit was not always enough
# E coli Lon inh: inhibitors of E. coli Lon protease; purified E. coli Lon protease, fluorescence polarization; inhibition, % at 7.94 µM; 360,000 compounds, 0.42% hits; AID 602123; in the data active = inhibition above about 13%, passing the limit was not always enough;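 note: 0% = enzyme with probe and DMSO and 100% = no enzyme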
# SKN-1 inh: C. elegans SKN-1 inhibition; inhibition, % at 21.8 µM; AID 624304; C. elegans VP596 Pgst-4::GFP/RFP ratio, acrylamide-induced, 24 h; 360,000 compounds, 0.49% hits;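 active = interference check ratio from 0.5 to 1.5 plus GFP to RFP signal ratio inhibition reaching or exceeding a fixed threshold, cut at about 30% in these data, passing the limit was not always enough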; note: some compounds called inactive have numbers as strong as hits
# MsrA inh: inhibitors of bovine MsrA; AID 651718; inhibition, % at 15.5 µM; 360,000 compounds, 0.75% hits; purified bovine MsrA, absorbance read-out; in the data active = inhibition above about 4.5%;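 note: 0% = vehicle wells with enzyme and 100% = reference inhibitor wells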
# MT1-MMP act inh: MT1-MMP (human) activation inhibition. AID 651647. 360,000 compounds, 0.061% hits. P50281. GFP/RFP ratio change, % at 20 µM. HT1080 RFP-PRO-GFP cells, GFP/RFP ratio fluorescence, overnight; percent of plate control window, DMSO zero;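 active = GFP/RFP ratio change of at least 30% with cell ATP level not reduced by more than half and red fluorescence within 50% of control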; note: strong numbers were not always called active
#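 Test system: HT1080 RFP-PRO-GFP cells; Benchmarks: DMSO and RFP-L50D-GFP cell wells; Timing: cells overnight before dosing, compound overnight, 37 °C, 5% CO2; Compound: one 20 µM compound dose with 1% DMSO; Read-out: GFP/RFP fluorescence ratio.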
# CendR NRP1 mod: NRP-1/CendR interaction modulation | FAM-RPARPAR peptide binding to NRP-1, fluorescence polarization | inhibition, % at 25 µM | 360,000 compounds, 0.85% hits | AID 602438;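 active = inhibition or corrected inhibition above about 18%, plus a signal ratio from 0.5 to 1.5, limit read from the data, passing the limit was not always enough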; note: strong numbers were not always called active
# Target sequence (O14786 whole entry, looked up): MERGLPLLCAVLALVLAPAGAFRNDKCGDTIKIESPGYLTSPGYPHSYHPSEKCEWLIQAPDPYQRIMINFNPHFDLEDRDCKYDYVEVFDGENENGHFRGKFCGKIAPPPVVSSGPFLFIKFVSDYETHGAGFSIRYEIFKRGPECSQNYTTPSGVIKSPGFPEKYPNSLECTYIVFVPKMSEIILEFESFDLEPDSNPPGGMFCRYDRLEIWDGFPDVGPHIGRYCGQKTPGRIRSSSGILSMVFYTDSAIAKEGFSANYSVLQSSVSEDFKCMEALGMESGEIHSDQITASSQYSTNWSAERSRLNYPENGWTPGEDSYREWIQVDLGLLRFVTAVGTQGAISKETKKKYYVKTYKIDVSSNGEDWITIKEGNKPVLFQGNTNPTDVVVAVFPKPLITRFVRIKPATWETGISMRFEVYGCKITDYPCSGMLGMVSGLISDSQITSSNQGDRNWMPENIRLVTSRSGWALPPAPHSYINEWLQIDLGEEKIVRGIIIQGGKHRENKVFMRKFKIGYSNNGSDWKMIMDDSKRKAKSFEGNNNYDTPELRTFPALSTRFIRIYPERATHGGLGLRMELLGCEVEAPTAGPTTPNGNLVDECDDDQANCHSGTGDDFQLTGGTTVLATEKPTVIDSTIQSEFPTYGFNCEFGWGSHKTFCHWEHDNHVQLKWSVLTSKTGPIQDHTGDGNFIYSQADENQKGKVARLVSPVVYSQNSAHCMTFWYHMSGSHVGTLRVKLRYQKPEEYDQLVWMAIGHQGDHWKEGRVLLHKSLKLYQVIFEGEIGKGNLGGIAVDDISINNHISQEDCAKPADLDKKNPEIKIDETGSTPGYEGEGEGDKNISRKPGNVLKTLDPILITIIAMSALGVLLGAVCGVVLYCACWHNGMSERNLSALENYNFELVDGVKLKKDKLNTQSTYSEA
# MsrA act: activators of bovine methionine sulfoxide reductase A. purified bovine MsrA, absorbance read-out. AID 602163. 360,000 compounds, 0.3% hits. activation, % at 10.6 µM; in the data active = activation above about 7.5%;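 note: 0% = vehicle and 100% = reference activator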
# FAS-TE inh: inhibitors of human fatty acid synthase thioesterase domain; P49327; inhibition, % at 15 µM; AID 602261; 360,000 compounds, 0.67% hits; recombinant FAS-TE, OMFH fluorogenic substrate, fluorescence endpoint;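 active = compounds whose normalised, plate-corrected inhibition of enzyme fluorescence in the single-dose primary screen is 50% or more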;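 note: 0% = DMSO with enzyme and 100% = substrate without enzyme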
# Neddyl block: cullin neddylation inhibition. TR-FRET cullin neddylation, biochemical. 360,000 compounds, 0.58% hits. calls only at 25 µM. P61081+Q13564; in the data active = inhibition above about 36%
# * marks the source's active call; other numbers are inactive results; i = inactive; . = not tested or not shown; + = active, no number.
nr	structure	Rin1 Abl inh	E coli Lon inh	SKN-1 inh	MsrA inh	MT1-MMP act inh	CendR NRP1 mod	MsrA act	FAS-TE inh	Neddyl block
1	O=C(c1ccc(C(F)(F)F)cc1)C1CCCN(C(=O)Cn2cnnn2)C1 (configuration not stated)	4	1	11	-1.1	-1	4	-8	0	i
2	O=C(CSc1nnnn1-c1ccc(O)cc1)c1ccc(F)cc1	3	2	-2	0.7	-6	-2	-3	-5	i
3	CCOC(=O)N1CCC(NC(=O)C2CCC(CNS(=O)(=O)c3ccc(OC)cc3)CC2)CC1 (configuration not stated)	1	-4	-15	-0.2	3	4	-7	-5	i
4	COc1ccc(NC(=O)COC(=O)C2CCC(C(C)(C)C)CC2)c([N+](=O)[O-])c1 (configuration not stated)	-3	-6	0	-1.1	4	6	-2	22	i
5	CC1=Nc2ccccc2/C1=C/c1c(N)n2c(S(=O)(=O)C(C)C)nsc2nc1=O	-2	-7	0	2.1	6	-15	-5	2	i
6	Cc1cc(=O)c2ccccc2n1CC(=O)NCc1ccccc1	1	-12	8	-0.3	4	2	-2	-9	i
7	CN1CCN(C(=O)C2=C[C@@H](c3csc4ccccc34)C[C@@H](OCCCCO)O2)CC1	1	-4	1	-0.1	-3	-38	-3	-15	i
8	Clc1cc(Cl)cc(Nc2ncn[nH]2)c1	-2	-2	28	0.6	0	-13	0	-34	i
9	O=C1c2ccsc2SCCN1Cc1ccc(F)cc1	3	-8	-6	-2.0	1	5	-3	12	i
10	CSc1cccc(NCc2ccc([N+](=O)[O-])cc2)c1	1	-4	9	0.0	1	16	-8	15	i
11	COc1ccc(C(=O)Nc2ccccn2)cc1	0	-2	-1	3.6	4	9	-12	-16	i
12	COc1ccc(C2C3=C(CCCC3=O)Nc3n[nH]c(C)c32)cc1OC (configuration not stated)	-1	-6	-9	2.2	-2	1	-4	-4	i
13	O=C(O)c1cc(NCc2ccc(F)cc2)ccc1N1CCOCC1	-1	0	23	-0.8	1	46*	0	-1	i
14	CSCCC(NC(=O)c1ccccc1)C(=O)N/N=C(\C)c1ccccc1 (configuration not stated)	1	2	13	-1.1	1	-5	-3	-4	i
15	CC(C)C(NC(=O)c1ccc(Br)cc1)C(=O)NC1=NCCS1 (configuration not stated)	-3	-7	-3	-1.0	2	-5	-8	-3	i
16	CC(C)(C)OC(=O)N1CCCC1C(=O)NCCc1ccccc1 (configuration not stated)	-4	7	6	-0.2	6	20	-1	7	i
17	O=C(NCCNCC(O)COc1ccc(O)cc1)N1CCOCC1 (configuration not stated)	-1	-4	13	-0.4	6	4	-1	-2	i
18	COc1cc(CNC2CCCCCC2)cc(OC)c1O	0	-12	4	-0.7	0	-3	-2	-9	i
19	Cc1nn(CC(=O)Nc2ccc3nc4n(c(=O)c3c2)CCCC4)c(C)c1[N+](=O)[O-]	1	-9	14	0.9	1	-1	-1	-2	i
20	Cc1cc(C(=O)COC(=O)CCC(=O)c2ccc3c(c2)OCCO3)c(C)n1Cc1ccco1	-4	-2	18	0.8	-2	-2	-3	14	i

# Reprinted from the part before: four compounds; new compounds follow.
nr	structure	Rin1 Abl inh	E coli Lon inh	SKN-1 inh	MsrA inh	MT1-MMP act inh	CendR NRP1 mod	MsrA act	FAS-TE inh	Neddyl block
17	O=C(NCCNCC(O)COc1ccc(O)cc1)N1CCOCC1 (configuration not stated)	-1	-4	13	-0.4	6	4	-1	-2	i
18	COc1cc(CNC2CCCCCC2)cc(OC)c1O	0	-12	4	-0.7	0	-3	-2	-9	i
19	Cc1nn(CC(=O)Nc2ccc3nc4n(c(=O)c3c2)CCCC4)c(C)c1[N+](=O)[O-]	1	-9	14	0.9	1	-1	-1	-2	i
20	Cc1cc(C(=O)COC(=O)CCC(=O)c2ccc3c(c2)OCCO3)c(C)n1Cc1ccco1	-4	-2	18	0.8	-2	-2	-3	14	i
21	Fc1ccccc1CCNc1c2c(nc3ncnn13)CCCC2	0	-1	7	0.3	-3	5	-2	1	i
22	CCN(CC(=O)Nc1ccc(OC)cc1)C(=O)CSCc1c(C)noc1C	2	-3	5	0.0	-3	1	-2	-12	i
23	COc1cc(-c2nn3c(-c4cccnc4)nnc3s2)cc(OC)c1OC	-1	1	-3	0.1	6	-7	-1	1	.
24	COC(=O)c1cc(COC(=O)c2cccnc2SC)oc1C	-2	1	-5	0.6	3	7	0	9	i
25	Cc1ccc(S(=O)(=O)N2CCOCC2)cc1C(=O)OCC(=O)N1CCCC1=O	2	-12	21	-0.8	4	-8	2	-1	i
26	Nc1nc2cc(Cl)ccc2cc1C(=O)NCCCc1ccccc1	.	2	13	.	1	-39	-3	3	i
27	Cc1cc(NC(=O)CSc2nnc(C3CC3)n2N)no1	0	8	13	-0.3	-3	-8	-2	-6	i
28	O=C(CN1C2=NCCCN2c2ccccc21)c1ccc2c(c1)OCO2	3	-7	-7	1.4	2	5	0	-3	i
29	Cc1nn(Cc2ccc(Cl)cc2Cl)c(Cl)c1/C=C/C(=O)OCC(=O)NCC(F)(F)F	-2	-5	13	-0.4	-1	0	-2	24	i
30	O=C(/C=C/c1ccco1)N1CCN(S(=O)(=O)c2ccc(F)c(F)c2F)CC1	0	15	-9	1.0	2	3	-14	2	i
31	CCOc1ccc(N(CC(=O)NCc2ccccc2OC)S(C)(=O)=O)cc1	3	-2	-8	-0.3	5	7	-3	-5	i
32	COc1ccccc1CN(C)C(=O)c1cc(C)nc2ccccc12	-2	9	-7	-0.8	-1	-1	-7	-6	i
33	COc1ccc(CNC(=O)[C@H](Cc2ccccc2)NC(=O)C2CCN(C(=O)[C@H](C)N)CC2)cc1	-1	-8	7	0.2	-4	-8	-11	-10	i
34	CC(=O)c1c(N2CCN(Cc3ccccc3)CC2)nc(=S)n(Cc2ccccc2)c1C	-1	-29	10	0.5	-1	-17	-8	0	i
35	CCc1ccc(NC(=O)C2CCCCC2C(=O)O)cc1 (configuration not stated)	-1	-3	1	0.5	4	2	-1	-9	i
36	O=C(NCCC1=CCCCC1)C1CCC(CNS(=O)(=O)c2ccccc2)CC1 (configuration not stated)	1	-7	3	-1.3	-3	1	-4	0	i
37	COc1ccccc1C(=O)N(Cc1ccc(Cl)cc1)C1CCS(=O)(=O)C1 (configuration not stated)	2	-7	10	-1.0	-2	6	-2	-2	i
38	Cc1cc(C(=O)N2CCN(c3ncccn3)CC2)cs1	3	-6	8	0.8	0	-6	-3	-9	i
39	Cc1ccc2oc(=O)n(Cc3ccccc3OC(C)C)c2c1	-6	4	18	1.2	-1	10	-1	18	i
40	CCN1CCN(c2nc(N)c([N+](=O)[O-])c(Nc3cccc(C)c3)n2)CC1	-1	-3	7	1.0	-5	-6	-4	2	i
41	CCC(CC)C(=O)N=C1SC2CS(=O)(=O)CC2N1CCc1ccc(OC)c(OC)c1 (configuration not stated)	1	4	-3	-1.3	0	9	3	2	i
42	C/C(=N\NC(=O)c1c(Cl)cnn1C)c1ccc(NC(=O)c2ccc(Br)o2)cc1	-3	7	14	1.0	1	3	-4	-1	+
43	COc1ccc2c(c1)[C@@H]1[C@H](CO2)[C@H](c2ccccc2)[C@]2(C)C(=O)Nc3ccc(C)cc3C(=O)N12	2	3	-12	.	-3	-2	-1	83*	i
44	Cc1ccc(Cl)cc1NC(=O)COC(=O)c1ccc(CN2CCCC2=O)cc1	0	12	5	-0.3	25	6	-1	-2	i
45	O=C(c1ccc([N+](=O)[O-])cc1)n1nc(-c2ccccc2)nc1NCc1ccc(F)cc1	0	1	7	0.5	7	-3	-2	20	i
46	CN1C(=O)N(C)C(NC(=O)Nc2ccccc2)C1NC(=O)Nc1ccccc1 (configuration not stated)	-2	-9	-14	-1.1	5	-13	-3	0	i
47	O=C(O)/C=C/C(=O)NCC1CCC(CNC(=O)/C=C/C(=O)O)CC1 (configuration not stated)	1	12	-9	-0.3	-2	-3	-4	-7	i
48	COc1ccccc1CNC(=O)CNC(=O)[C@@H]1Cc2ccccc2CN1	0	3	9	-0.7	1	17	-3	-6	i
49	CC1Cc2ccccc2N1C(=S)NC(=O)C1(C)CC1(Cl)Cl (configuration not stated)	-2	-15	-4	2.1	5	2	-4	4	i
50	O=C(NCC1CCCO1)C1CCN(C2CCN(CCCC3CCCC3)CC2)CC1 (configuration not stated)	-1	-2	0	0.1	0	2	-14	-12	i
51	CCN(CC)CC(=O)Nc1cccc2c1C(=O)c1ccccc1C2=O	-6	4	21	1.3	-2	-8	-2	-4	i
52	CCC(=O)N1CCC1(C)C(=O)Nc1ccc2c(c1)CCN2C(C)=O (configuration not stated)	-1	-2	-5	2.6	-1	-4	0	-8	i
53	COC(=O)c1cc(Cc2ccc(N)c(C(=O)OC)c2)ccc1N	5	-10	2	1.2	2	-11	-1	18	.
54	CCn1c2ccccc2c2nnc(NN)nc21	0	-15	-5	0.4	15	1	-2	-12	i
55	COc1ccc(C)cc1S(=O)(=O)N1CCN(C(=O)c2ncoc2-c2ccccc2F)CC1	2	4	19	1.2	-2	10	-3	4	i
56	CC1=C(c2ccc(C(C)C)cc2)S(=O)(=O)N=C1N1CCN(C(=O)c2ccco2)CC1	0	-5	19	1.1	6	-14	-2	-13	i
57	N/C(=N\N=C\c1ccc(Br)o1)c1nonc1N	0	-4	8	2.6	-2	-2	-2	-1	i
58	Cc1ccc(N(C(=O)c2snc(C(N)=O)c2N)C(C(=O)NCC2CCCO2)c2ccc3ncccc3c2)cc1 (configuration not stated)	3	-4	9	2.5	1	2	-2	4	+
59	CCOc1cc(S(=O)(=O)NCc2ccc(OC)cc2)c(OCC)cc1-n1cnnn1	6	-8	1	-0.1	-6	-3	-3	-4	i
60	O=c1/c(=C/c2ccccn2)sc2n1CN(c1ccccc1)CN=2	-1	-5	16	4.8*	1	0	-5	3	i
61	CCOC(=O)C1CCCCN1Cc1ccc(OC)c(OC)c1OC (configuration not stated)	0	11	4	0.4	-2	2	1	-4	i
62	COc1cccc(/C(O)=C2/C(=O)C(=O)N(Cc3cccnc3)C2c2ccco2)c1 (configuration not stated)	0	-3	2	1.9	-2	-6	0	-3	i
63	CC(NC(=O)Nc1nccs1)(C(F)(F)F)C(F)(F)F	0	-3	0	-0.6	-3	10	2	-1	i
64	CC(C)(C)c1ccc(OCC(=O)NNC(=O)CCc2ccccc2)cc1	-2	5	-5	0.8	1	-9	-1	4	i
65	CCN(c1ccc(OC)cc1)S(=O)(=O)c1ccc2c(c1)NC(=O)CS2	0	7	-20	3.2	-6	1	-13	2	i
66	COc1cccc(CNC(=O)C2CCN(S(=O)(=O)N3CC(C)CC(C)C3)CC2)c1 (configuration not stated)	-3	1	3	-0.6	3	-3	-1	1	i
67	CCc1nnc(SCC(=O)N2CCc3ccccc32)n1CC	0	12	0	-0.1	1	15	-3	0	i
68	CCn1c(SCC(=O)O)nnc1-c1cccnc1	0	-3	8	-1.0	-11	1	-1	-3	i
69	CC1=NN2C(=N)/C(=C\c3cc(C)n(-c4ccccc4)c3C)C(=O)N=C2S1	0	0	9	-0.5	0	-1	-2	-3	.
70	CC(=O)c1ccc(NS(=O)(=O)c2cc(-c3cnc(C4CC4)o3)ccc2C)cc1	2	-8	18	2.9	0	2	-4	0	i
71	O=C(OCC(=O)N(CCc1ccccc1)Cc1ccccc1)c1ccccc1[N+](=O)[O-]	0	-3	2	-0.1	2	12	-3	27	i
72	O=C(C1CCCN(S(=O)(=O)c2cc(Cl)ccc2Cl)C1)N1CCCCCC1 (configuration not stated)	1	-4	-4	-0.6	-4	1	-4	9	i
73	NC(c1csc(NC(=O)Nc2cccc(Cl)c2)n1)C1CCCCC1 (configuration not stated)	0	5	-2	-0.3	-6	2	1	-13	i
74	O=C(Nc1ccc(OC(F)F)cc1)c1ncc(Cl)c(Cl)c1Cl	-1	2	-9	0.9	0	11	-10	6	i
